# HTT aggregate: qHTS Multiplex Assay to Identify Dual Action Probes in a Cell Model of Huntington: Aggregate Formation (GFP); PC12 HttQ103-GFP aggregates, Acumen cytometry, 40 h; hit rate 1.1% among 220,000; AID 1688, 2009; Potency, µM (series often up to 46.1 µM), for inactives: at the top dose activity change, negative = inhibition, usual class: inhibitors; note: potency is the fitted concentration of half-maximal effect; % is set by controls: 0 for no effect and ±100 for the full control effect; nearly all actives have a fitted effect of over 60% in size
#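 PC12 cells with ecdysone-inducible HTT exon1 Q103-GFP, induced by 100 nM tebufenozide, given compounds in a concentration series. GFP aggregates (1–25 um, 6 SD above background) counted in lysates by laser-scanning cytometry, 488 nm excitation.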
# Luc counter: Counterscreen for Luciferase (Kinase-Glo TM) Inhibition; hit rate 0.28% among 200,000; Kinase-Glo luciferase, ATP luminescence, 8 min; AID 1379, 2008; Luciferin 4-monooxygenase (Photuris pensylvanica), Q27757; Potency, µM (top dose mostly 38.3 µM), inactives show at the top dose activity change, negative = inhibition, actives largely listed as inhibitors; note: potency is the fitted concentration of half-maximal effect; % is set by controls: 0 for no effect and ±100 for the full control effect; nearly all actives have a fitted effect of over 60% in size
#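 Compounds were added to a substrate mix at pH 7.2 (50 mM imidazole, 10 uM ATP, within the enzyme's linear range), followed by Kinase-Glo detection reagent; luminescence was measured after 8 minutes at ambient temperature.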
# SMN2 splice up: qHTS Assay for Enhancers of SMN2 Splice Variant Expression; HEK293 SMN2-luciferase splicing reporter, luminescence, 30-36 h; Potency, µM (highest dose often 46.1 µM), for inactives: at the top dose activity change, positive = activation, usual class: activators; hit rate 2.8% among 210,000; note: potency is the fitted concentration of half-maximal effect; % of control where 0% means no effect; nearly all actives have a fitted effect of over 55% in size
#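 HEK293 cells carry an SMN2 minigene-luciferase reporter in which exon 7 inclusion puts luciferase in frame. Cells were seeded at 2000 cells/well, attached for 10-12 hours, then exposed to compounds for 30-36 hours at 37C before ONE-Glo luminescence.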
# HTT ATP protect: qHTS Multiplex Assay to Identify Dual Action Probes in a Cell Model of Huntington: Cytoprotection (ATP) | hit rate 0.14% among 230,000 | Potency, µM (top dose mostly 56.4 µM), inactives show cytoprotection (ATP increase), actives largely listed as activators | PC12 HTT-Q103 induced, cytoprotection, ATP luminescence, 40 h | AID 1471, 2008;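 note: potency is the fitted concentration of half-maximal effect; % of control where 0% means no effect; nearly all actives have a fitted effect of over 45% in size; toxic huntingtin expression switched on by the ecdysone agonist tebufenozide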
#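 Quantitative HTS on tebufenozide-induced (100 nM) PC12 cells expressing HTTQ103 exon 1–GFP; compounds tested as a concentration series; survival measured via cellular ATP.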
# CBFb RUNX1 block: qHTS Assay for Compounds Blocking the Interaction Between CBF-beta and RUNX1 for the Treatment of Acute Myeloid Leukemia | Runt-related transcription factor 1 (Homo sapiens) + Core-binding factor subunit beta … | AlphaScreen CBFb-His/RUNX1-biotin binding, biochemical | Potency, µM (top dose mostly 59.8 µM), for the others: at the highest dose activity, negative = inhibition, usual class: inhibitors | 230,000 tested, under 10 active; note: % of control where 0% means no effect
# Target sequence (Q01196 whole entry, looked up): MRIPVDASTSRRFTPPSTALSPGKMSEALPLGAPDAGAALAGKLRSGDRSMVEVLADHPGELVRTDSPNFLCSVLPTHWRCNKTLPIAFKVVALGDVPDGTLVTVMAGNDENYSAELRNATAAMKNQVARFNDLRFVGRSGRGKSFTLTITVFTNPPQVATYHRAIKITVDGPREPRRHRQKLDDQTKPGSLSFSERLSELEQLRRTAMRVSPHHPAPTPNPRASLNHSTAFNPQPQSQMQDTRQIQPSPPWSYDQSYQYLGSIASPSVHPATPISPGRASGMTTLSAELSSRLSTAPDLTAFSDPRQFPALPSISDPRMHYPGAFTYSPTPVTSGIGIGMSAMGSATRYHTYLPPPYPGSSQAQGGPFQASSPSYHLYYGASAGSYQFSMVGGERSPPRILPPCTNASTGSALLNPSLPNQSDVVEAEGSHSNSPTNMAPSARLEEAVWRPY
# Target sequence (Q13951 whole entry, looked up): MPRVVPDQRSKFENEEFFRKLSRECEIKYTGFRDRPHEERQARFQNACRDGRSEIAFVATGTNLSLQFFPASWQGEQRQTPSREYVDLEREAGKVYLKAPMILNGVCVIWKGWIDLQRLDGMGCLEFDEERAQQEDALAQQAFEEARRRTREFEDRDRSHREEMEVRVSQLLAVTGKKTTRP
#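 AlphaScreen binding: CBFb-His and RUNX1-biotin (30 nM each) preincubated 20 min, compound added for 15 min, then nickel and streptavidin beads for 90 min, all at room temperature. Disruption of the interaction by any mechanism counts as activity.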
# IMPase Li cell: qHTS Assay for Identifying the Cell-Membrane Permeable IMPase Inhibitors: Potentiation with Lithium | CHO-M1 cells, IP1 TR-FRET (IP-One), carbachol + lithium | Potency, µM (titrated, usually from 59.4 µM), without a hit: at the highest dose activity, negative = IMPase inhibition, actives largely listed as inhibitors | hit rate 0.35% among 210,000;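 note: IP1 builds up when IMPase is blocked and the TR-FRET signal falls; potency is the fitted concentration of half-maximal effect; plate controls were basal vehicle for no effect and high inhibitor control for full effect; nearly all actives have a fitted effect of over 50% in size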
#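 Lithium-sensitised IP1 accumulation assay; M1-expressing CHO cells treated 30 min at 37C with compound. Competitive antibody detection by time-resolved FRET followed a 10 min room-temperature lysis step.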
# LMNA splice mod: qHTS Assay for Modulators of Lamin A Splicing; hit rate 0.01% among 200,000; Potency, µM (titrated, usually from 46.1 µM), inactives show at the top dose ratio change, negative = inhibition, most hits filed as inhibitors; HeLa LMNA splicing GFP/RFP minigene ratio, 48 h; active = well fitted inhibition curve with a large enough effect in the signal ratio, with a control signal flat, not every such curve was filed as active; inconclusive = small, poorly fitted or top-dose-only effect, or effect the other way, or a change in a side signal; the % refers to the signal ratio; note: potency is the fitted concentration of half-maximal effect; % is set by controls: 0 for no effect and ±100 for the full control effect
#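 Read-out is the ratio of GFP to DsRed2 object intensity, acquired by 488 nm laser-scanning cytometry on HeLa lamin A-EGFP minigene reporter cells. Compound incubation 48 hrs at 37 °C in Opti-MEM with 2% FBS; DMSO 0.5% final.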
# * = called active by the depositor; ? = inconclusive; nt = not tested or not shown; [ ] = dose if it differs, or a comment. Unless noted, calls come from the whole dose curve; as a rule, active = well fitted curve in the direction sought with a large enough effect; inconclusive = small, poorly fitted or top-dose-only effect, or another doubt; inactive = no such curve, though single readings can be large; an effect the other way counts as inactive or inconclusive.
No.	mol	HTT aggregate	Luc counter	SMN2 splice up	HTT ATP protect	CBFb RUNX1 block	IMPase Li cell	LMNA splice mod
1	Cc1nc2cc(C(=O)OCC(=O)Nc3ccc(C#N)cc3)ccc2n1-c1ccccc1	-10%	-4%	25%	-16%[10 µM]	1%	-2%	6%
2	CCc1ccc(NC(=S)NCc2ccccc2)cc1	-17%	-1%	11µM*	20%[10 µM]	7%	8%	nt
3	CCCOc1ccccc1NC(=O)c1ccc([N+](=O)[O-])cc1	-15%	3%	-16%	-40%[inhibitor]	-1%	5%	nt
4	O=[N+]([O-])c1ccc2c(c1Nc1ccccc1Cl)=NC1(CCCCC1)N=2	28%[9.22 µM]	nt	nt	5%[10 µM]	-2%	nt	nt
5	N#CNC(N)=Nc1ccc(Cl)cc1	nt	-9%[7.66 µM]	-14%[9.22 µM]	2%[10 µM]	nt	3%	nt
6	CCC(C)(C)C1CCC2(CC1)NC(CO)(CO)CO2 (configuration not stated)	8%	1%	2%	20%[10 µM]	4%	1%	-5%
7	Cc1cc(C)c(NC(=O)C(=O)NCc2ccco2)c(C)c1	-20%	-1%	-3%	-3%	-6%	-6%	nt
8	O=C(OCc1ccc(COC(=O)c2ccccn2)cc1)c1ccccn1	6%	-8%	0%	20%	1%	22%[38.3 µM]	3%
9	CC(=O)N1CCc2cc(S(=O)(=O)NCCCOC(C)C)ccc21	18%[1.84 µM]	8%	-56%[inhibitor]	3%	2%	34%[activator][38.3 µM]	-13%
10	CSc1cccc(NC(=O)CCc2ccccc2)c1	-2%	-4%	23%	nt	6%	8%	-5%[46 µM]
11	O=C(c1csnn1)N1CCC2(CCCN(Cc3ccccc3)C2)CC1	nt	-1%	6%	3%	nt	22%	nt
12	C/C(CC(=O)Nc1cccnc1)=N\NC(=O)C(=O)NC(C)C	6%[9.22 µM]	nt	nt	5%[10 µM]	-12%	nt	nt
13	CCOC(=O)c1nsnc1NCCSC(=N)N	7%	-5%	10%	nt	2%	1%	21%
14	Cc1ccc(S(=O)(=O)N2CCN(C(=O)COC(=O)c3c(C)noc3C)CC2)c(C)c1	-10%[9.22 µM]	nt	nt	19%[10 µM]	-4%	nt	nt
15	O=C(NCc1nc2ccccc2[nH]1)C1=C[C@@H](c2ccccc2)C[C@@H](OCCCCO)O1	25%[9.22 µM]	nt	nt	3%[10 µM]	4%	0%	nt
16	O=C(Nc1ccc(F)cc1)C(Cc1ccccc1)n1cccc1 (configuration not stated)	22%[9.22 µM]	nt	nt	2%[10 µM]	-2%	nt	nt
17	CC(=O)Nc1nnc(SCC(=O)NCC2CCCO2)s1 (configuration not stated)	1%	-4%	-1%	0%	-6%	17%[38.3 µM]	7%
18	CC(=O)N1N=C(c2ccccc2)OC1(C)CC(=O)Nc1ccccc1 (configuration not stated)	-4%	nt	nt	5%[10 µM]	-4%	nt	-6%
19	O=C(Nc1nc2c(Cl)cccc2s1)c1ccc(Br)o1	-5%	0%	nt	-1%	0%	12%[38.3 µM]	1%
20	CCOC(=O)c1c(-c2ccccc2)csc1NC(=O)c1cccc(N2C(=O)CCC2=O)c1	14%	-4%	-13%	-28%	-3%	5%[38.3 µM]	?
21	Cc1cccnc1	nt	nt	-5%	1%	-21%[21.7 µM]	11%	nt
22	NS(=O)(=O)c1ccc(NC(=O)NC2CCCCC2)cc1	13%	0%	2%	7%	1%	27%[38.3 µM]	3%
23	Cc1cc(C)cc(NC(=S)NCc2ccc3[nH]c4c(c3c2)CCCC4)c1	?	0%	?	nt	?	10%	?
24	CC(NC(=O)OC(C)(C)C)C(=O)NC(CCC(=O)OCc1ccccc1)C(N)=O (configuration not stated)	-11%	-3%	-26%	?	3%	-4%	nt
25	Cc1ccc(C(=O)COC(=O)c2cc(Cl)nc3ccccc23)cc1	-2%	-1%	1%	9%	3%	25%[38.3 µM]	-2%
26	CNC(=S)N1N=C(c2ccc(Br)cc2)CC1c1ccc(OC)cc1 (configuration not stated)	13%	-5%	-13%	14%[10 µM]	-3%	-1%	?
27	Cc1nc(-c2ccccc2)sc1C(=O)/C=C/c1ccc(Cl)cc1	-3%	-1%	-24%	-12%	-1%	10%[38.3 µM]	?
28	COC(=O)c1[nH]c2ccc(C)cc2c1NC(=O)CN1CCCc2ccccc21	?	-8%	-7%	-42%[inhibitor][0.074 µM]	3%	20%[38.3 µM]	-6%
29	CC(C)C[C@H](NC(=O)c1[nH]cnc1C(=O)N[C@@H](C)C(=O)OC(C)(C)C)C(=O)OC(C)(C)C	-21%[9.22 µM]	nt	nt	30%[10 µM]	16%	nt	nt
30	CCN(CC)c1ccc(NC(=O)OC)cc1	-24%	-4%	3%	12%	-4%	31%[activator][38.3 µM]	-4%
31	CCN(CC)S(=O)(=O)c1cccc(NC(=O)COC(=O)C2COc3ccccc3O2)c1 (configuration not stated)	7%	0%	27%	-16%[10 µM]	17%	-2%	14%
32	Cc1cccc(NCc2nc3ccccc3n2C)c1	2%	-18%	?	-24%	12%	19%[38.3 µM]	-4%
33	CCc1nnc(SCc2ccc(CSc3nnc(CC)n3N)cc2)n1N	-3%	3%	2%	7%	3%	17%[38.3 µM]	14%
34	CS(=O)(=O)N(CC(=O)Nc1cccnc1)c1ccc2c(c1)OCCO2	-5%	2%	12%	4%	4%	12%[38.3 µM]	-3%
35	CC1(C)CC(=O)C(N=Nc2ccc(OC(F)F)cc2)=C(O)C1	12%	-1%	-15%	9%[10 µM]	-8%	7%	-14%[46 µM]
36	COc1ccc(-c2cc3ccc(OCc4nn[nH]n4)cc3oc2=O)cc1OC	-6%	-12%	15%	-24%	11%	?	3%
37	CCOc1ccc(C(=O)NCCN2CCOCC2)cc1	-15%[9.22 µM]	1%	nt	-19%[10 µM]	-5%	9%	nt
38	Cc1cc(C)c(C)c(S(=O)(=O)N2CCN(CC(=O)Nc3sccc3C#N)CC2)c1C	9%	0%	-7%	-21%[10 µM]	-1%	-2%	?
39	CCOc1ccc2nc(NCCNS(=O)(=O)c3ccccc3)c(C#N)cc2c1	-8%	-4%	-11%	-8%	4%	-16%[38.3 µM]	?
40	O=c1c(-c2cc(F)cc(F)c2)nc2cnc(N3CCOCC3)nc2n1-c1ccccc1	nt	1%	3%	-1%	nt	-3%	nt
41	CCOC(=O)N1CCN(C(=O)Nc2ccccc2)CC1	4%[9.22 µM]	-3%	nt	-2%[10 µM]	2%	-2%	nt
42	CN1CCN(c2ccc([N+](=O)[O-])cc2NC(=O)c2ccccc2)CC1	0%	-3%	-1%	-4%	2%	-2%[38.3 µM]	4%
43	CCOc1ccc(NC(=O)c2ccc(NC(=S)NC3CC3)cc2)cc1	32%	-2%	11%	nt	3%	-1%	-17%[46 µM]
44	Cc1cc(=O)[nH]c(N/N=C/c2ccc(C)o2)n1	16%	3%	-16%	nt	-1%	-1%	-1%
45	CCOc1ccc2nc(NS(=O)(=O)c3ccc(NC(C)=O)cc3)sc2c1	-23%	1%	14%	-11%[10 µM]	5%	32%[38.3 µM]	-9%
46	Cc1cc(C)c2c(n1)sc1c(N3CCCCC3)ncnc12	-12%[9.22 µM]	nt	nt	7%[10 µM]	11%	nt	nt
47	CCOC(=O)C1CCCN(C(=O)c2c(-c3ccccc3Cl)noc2C)C1 (configuration not stated)	6%	-4%	-15%	-1%[1.9 µM]	0%	11%[38.3 µM]	11%
48	Cn1c(SCc2ccc3c(c2)OCO3)nnc1-c1ccccc1	4%	-3%	?	34%[10 µM]	6%	19%[38.3 µM]	-17%

# In the list so far, these contain a halogen:
No.	mol	HTT aggregate	Luc counter	SMN2 splice up	HTT ATP protect	CBFb RUNX1 block	IMPase Li cell	LMNA splice mod
4	O=[N+]([O-])c1ccc2c(c1Nc1ccccc1Cl)=NC1(CCCCC1)N=2	28%[9.22 µM]	nt	nt	5%[10 µM]	-2%	nt	nt
5	N#CNC(N)=Nc1ccc(Cl)cc1	nt	-9%[7.66 µM]	-14%[9.22 µM]	2%[10 µM]	nt	3%	nt
16	O=C(Nc1ccc(F)cc1)C(Cc1ccccc1)n1cccc1 (configuration not stated)	22%[9.22 µM]	nt	nt	2%[10 µM]	-2%	nt	nt
19	O=C(Nc1nc2c(Cl)cccc2s1)c1ccc(Br)o1	-5%	0%	nt	-1%	0%	12%[38.3 µM]	1%
25	Cc1ccc(C(=O)COC(=O)c2cc(Cl)nc3ccccc23)cc1	-2%	-1%	1%	9%	3%	25%[38.3 µM]	-2%
26	CNC(=S)N1N=C(c2ccc(Br)cc2)CC1c1ccc(OC)cc1 (configuration not stated)	13%	-5%	-13%	14%[10 µM]	-3%	-1%	?
27	Cc1nc(-c2ccccc2)sc1C(=O)/C=C/c1ccc(Cl)cc1	-3%	-1%	-24%	-12%	-1%	10%[38.3 µM]	?
35	CC1(C)CC(=O)C(N=Nc2ccc(OC(F)F)cc2)=C(O)C1	12%	-1%	-15%	9%[10 µM]	-8%	7%	-14%[46 µM]
40	O=c1c(-c2cc(F)cc(F)c2)nc2cnc(N3CCOCC3)nc2n1-c1ccccc1	nt	1%	3%	-1%	nt	-3%	nt
47	CCOC(=O)C1CCCN(C(=O)c2c(-c3ccccc3Cl)noc2C)C1 (configuration not stated)	6%	-4%	-15%	-1%[1.9 µM]	0%	11%[38.3 µM]	11%

# Compound activity deposited in PubChem by National Center for Advancing Translational Sciences (NCATS).

# Not a hit list. Share with any hit: about 4%.
